ALDH1A1 block: qHTS Assay for Inhibitors of Aldehyde Dehydrogenase 1 (ALDH1A1); Aldehyde dehydrogenase 1A1 (Homo sapiens), P00352; Purified ALDH1A1, NADH fluorescence, propionaldehyde substrate; Potency, µM (highest dose often 75.3 µM), for the others: at the highest dose activity, negative = inhibition, actives largely listed as inhibitors; actives 7.3% (n = 220,000); AID 1030, 2008; active means well fitted inhibition curve with a large enough effect, not every such curve was filed as active; inconclusive means small, poorly fitted or top-dose-only effect, or another doubt; inactive means no such curve, though single readings can be large or run the other way;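 further: plate controls were no enzyme wells and a reference inhibitor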
GoLoco inh red: qHTS Assay for Inhibitors of RGS12 GoLoco Motif Activity (Red Fluorophore); actives 0.44% (n = 230,000); Guanine nucleotide-binding protein G(i) subunit alpha-1 (Homo sapiens), P63096; Gai1:RGS12 GoLoco peptide FP, rhodamine, 10 min; Potency, µM (doses to about 61.6 µM), for the others: at the top dose activity, negative = inhibition, actives largely listed as inhibitors; active means well fitted inhibition curve with a large enough effect, not every such curve was filed as active; inactive means no such curve, though single readings can be large or run the other way; further: on the % scale 0 is the no-effect control and ±100 the full control effect; nearly all actives have a fitted effect of over 30% in size; many of its hits are not listed in these tables
SMN2 splice enh: qHTS Assay for Enhancers of SMN2 Splice Variant Expression; HEK293 SMN2-luciferase splicing reporter, luminescence, 30-36 h; Potency, µM (titrated, usually from 46.1 µM), for inactives: at the highest dose activity change, positive = activation, usual class: activators; actives 2.8% (n = 210,000); AID 1458, 2008; further: % of control where 0% means no effect; nearly all actives have a fitted effect of over 55% in size
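HEK293 cells carry an SMN2 […]–luciferase reporter in which exon 7 inclusion puts luciferase in frame. Cells were plated 10-12 h before compound addition, then incubated 30-36 h at 37C. ONE-Glo luminescence was read; sodium butyrate at 4.5 mM final served as control.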
TRb SRC2 PPI: qHTS for Inhibitors of the Interaction of Thyroid Hormone Receptor and Steroid Receptor Coregulator 2; Thyroid hormone receptor beta (Homo sapiens), P10828; TRbeta-SRC2 peptide binding, fluorescence polarization; receptor liganded with 1 µM T3; Potency, µM (doses to about 106 µM), for inactives: at the top dose activity change, negative = inhibition, usual class: inhibitors; actives 0.065% (n = 280,000);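 further: plate controls were bound peptide for no effect and peptide without receptor for full effect; nearly all actives have a fitted effect of over 50% in size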
Target sequence (P10828 whole entry, looked up): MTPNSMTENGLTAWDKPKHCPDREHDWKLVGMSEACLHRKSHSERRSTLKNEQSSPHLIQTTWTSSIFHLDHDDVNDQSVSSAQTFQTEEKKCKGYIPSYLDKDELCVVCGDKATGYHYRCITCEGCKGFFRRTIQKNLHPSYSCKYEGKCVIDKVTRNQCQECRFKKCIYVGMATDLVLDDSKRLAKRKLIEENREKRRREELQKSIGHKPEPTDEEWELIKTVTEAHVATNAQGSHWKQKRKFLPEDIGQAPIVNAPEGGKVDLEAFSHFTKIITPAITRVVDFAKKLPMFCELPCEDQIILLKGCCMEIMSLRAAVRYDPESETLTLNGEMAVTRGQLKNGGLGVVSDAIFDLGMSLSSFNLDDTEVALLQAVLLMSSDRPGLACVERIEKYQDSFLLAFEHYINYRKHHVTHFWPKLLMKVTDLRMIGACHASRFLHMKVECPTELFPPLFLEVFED
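Compounds were added to 0.6 uM TRb ligand-binding domain and 20 nM Texas Red-labeled SRC2 peptide in Tris buffer containing 1 uM T3, incubated 5 hr at ambient temperature, then read by fluorescence polarization.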
RECQ1 helicase: qHTS Assay for Inhibitors of RecQ-Like Dna Helicase 1 (RECQ1) | ATP-dependent DNA helicase Q1 (Homo sapiens), P46063 | RECQ1 DNA unwinding, red fluorescence kinetic read | Potency, µM (highest dose often 57.3 µM), without a hit: at the top dose activity, negative = inhibition, actives largely listed as inhibitors | actives 0.54% (n = 240,000);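 further: plate controls were vehicle for no effect and no enzyme for full effect; nearly all actives have a fitted effect of over 30% in size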
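RECQ1T1 50 nM; forked duplex (20 bp + 30-nt ss tails) 200 nM, ATP 2 mM final; pH 8.0, 2 mM MgCl2, 2.5 ug/ml poly(dI-dC); 15 min compound preincubation; discontinuous kinetic read over 2 h at RT.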
KDM4E inh: qHTS Assay for Inhibitors of Human Jumonji Domain Containing 2E (JMJD2E); JMJD2E catalytic domain, FDH-coupled NADH fluorescence (FDH is formaldehyde dehydrogenase); Potency, µM (doses to about 57.1 µM), inactives show at the highest dose activity change, negative = inhibition, actives largely listed as inhibitors; actives 1.6% (n = 230,000); AID 2147, 2009; active means well fitted inhibition curve with a large enough effect, not every such curve was filed as active; inconclusive means small, poorly fitted or top-dose-only effect, or another doubt; inactive means no such curve, though single readings can be large or run the other way;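 further: 0% = wells with enzyme and -100% = buffer wells without enzyme; nearly all actives have a fitted effect of over 50% in size; many of its hits are not listed in these tables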
Target sequence (B2RXH2 1-337 limits assumed): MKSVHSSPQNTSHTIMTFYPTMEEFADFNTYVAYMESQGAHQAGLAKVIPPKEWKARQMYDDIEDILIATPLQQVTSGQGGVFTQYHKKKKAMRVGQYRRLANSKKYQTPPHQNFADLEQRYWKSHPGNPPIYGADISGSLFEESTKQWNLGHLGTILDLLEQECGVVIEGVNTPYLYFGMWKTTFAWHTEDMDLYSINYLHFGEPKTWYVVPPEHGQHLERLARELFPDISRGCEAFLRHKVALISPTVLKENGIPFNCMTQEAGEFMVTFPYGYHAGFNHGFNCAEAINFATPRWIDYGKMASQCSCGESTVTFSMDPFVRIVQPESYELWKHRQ
Lamin A splicing: qHTS Assay for Modulators of Lamin A Splicing. actives 0.01% (n = 200,000). HeLa LMNA splicing GFP/RFP minigene ratio, 48 h. AID 1487, 2009. Potency, µM (top dose mostly 46.1 µM), without a hit: top-dose ratio change, negative = inhibition, hits mostly inhibitors; active means well fitted inhibition curve with a large enough effect in the signal ratio, with a control signal flat, not every such curve was filed as active; inconclusive means small, poorly fitted or top-dose-only effect, or effect the other way, or a change in a side signal; the % refers to the signal ratio; further: on the % scale 0 is the no-effect control and ±100 the full control effect
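S3 HeLa stable clones carrying a lamin A-EGFP splicing minigene plus DsRed2 were seeded at 600 cells/well in Opti-MEM with 2% FBS, pin-dosed and incubated 48 h at 37°C. Acumen cytometry (488 nm) gave the GFP/RFP total-intensity ratio.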
TexasRed fluor: Total Fluorescence Counterscreen for Inhibitors of the Interaction of Thyroid Hormone Receptor and Steroid Receptor Coregulator 2; TRb/SRC2 Texas Red total fluorescence interference; Potency, µM (titrated, usually from 106 µM), for inactives: top-dose fluorescence change, negative = quenching; actives 0.29% (n = 280,000); active means well fitted curve in either direction with a large enough effect; inconclusive means small, poorly fitted or top-dose-only effect; further: on the % scale 0 is the no-effect control and ±100 the full control effect
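Human TRb ligand-binding domain at 0.6 uM with 20 nM Texas Red SRC2 peptide in Tris buffer containing 1 uM T3 and 5% DMSO, incubated with compound 5 h at ambient temperature. Total fluorescence (555/632 nm) calculated as parallel + 2 × perpendicular.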
* marks the source's active call; other numbers are inactive results; i = inactive; u = inconclusive; x = no result given; & = joins results of further samples; [ ] = dose if it differs, or a comment. Unless noted, the call rests on the fitted dose curve; in most records, active means well fitted curve in the direction sought with a large enough effect; inconclusive means small, poorly fitted or top-dose-only effect, or another doubt; inactive means no such curve, though single readings can be large; an effect the other way counts as inactive or inconclusive. Potency means the concentration at half of the fitted maximal effect. An excerpt (hit frequency here may not be typical).

SMILES	ALDH1A1 block	GoLoco inh red	SMN2 splice enh	TRb SRC2 PPI	RECQ1 helicase	KDM4E inh	Lamin A splicing	TexasRed fluor
COC(=O)c1ccc(NC(=S)N2CCN(C)CC2)cc1	10%	1%	-2%	-2%	-2%	-2%	u	-4%
COc1ccccc1NC(=O)CN1CCC(c2nc3ccc(C)cc3[nH]2)CC1	3%	2%	x	1%	16%	-3%	x	0%
CCN(CC)P(=O)(Nc1ccc(C)cc1Br)c1ccc(N(C)C)cc1NC(=O)c1ccco1 (stereo not drawn)	u	4%	-84%[inhibitor]	-3%	i	-14%	-10%[46 µM]	-2%
CC1CCN(CCc2nc3cc(NS(=O)(=O)c4ccccc4)ccc3n2C)CC1	-11%	8%	-4%	-1%	i	-4%	u	-2%
Cc1ccc(-n2cc(C(=O)c3ccc(N4CCN(C)CC4)cc3)nn2)cc1Cl	u	5%	-26%	-1%	5%	u	x	-1%
C=CCNc1cnn(CC(C)=O)c(=O)c1Br	10%	1%	-10%	9%	-14%	2%	-6%	4%
Oc1cc(-c2ccccc2)c2ccccc2c1	u	7%	-1%	0%	i	u	11%	-1%
Cc1[nH]c2ccccc2c1C1(O)C(=O)N(Cc2ccc3c(c2)OCO3)c2ccccc21 (stereo not drawn)	0.71µM*	-1%	1%	-3%	-3%	u	20%	0%
CCCCC1=CC2=CC(=O)C(C)(OC(=O)CC)C(=O)C2=CN1CC(C)C (stereo not drawn)	5%[13.5 µM]	8%[14.2 µM]	10%[9.22 µM]	6%[11.2 µM]	-5%[11.5 µM]	u	4%[9.22 µM]	0%[11.2 µM]
O=C(NCC(=O)N(CC1CCCO1)C(C(=O)NC1CCCC1)c1cccnc1)c1ccco1 (stereo not drawn)	11%	3%	3%	5%	-8%	1%	2%	-5%
CCOc1cc(NC(=O)c2ccccn2)c(OCC)cc1NC(=O)c1ccccc1	0%	-1%	-8%	-7%	i	6%	9%[46 µM]	-1%
Cc1ccc2c(CN3CCOCC3)cc(=O)oc2c1	x	1%	x	-1%	-3%	-5%	x	-1%

Rewritten as labelled records: 3 of the compounds above.
COC(=O)c1ccc(NC(=S)N2CCN(C)CC2)cc1
  ALDH1A1 block = 10%
  GoLoco inh red = 1%
  SMN2 splice enh = -2%
  TRb SRC2 PPI = -2%
  RECQ1 helicase = -2%
  KDM4E inh = -2%
  Lamin A splicing = u
  TexasRed fluor = -4%
COc1ccccc1NC(=O)CN1CCC(c2nc3ccc(C)cc3[nH]2)CC1
  ALDH1A1 block = 3%
  GoLoco inh red = 2%
  SMN2 splice enh = x
  TRb SRC2 PPI = 1%
  RECQ1 helicase = 16%
  KDM4E inh = -3%
  Lamin A splicing = x
  TexasRed fluor = 0%
CCN(CC)P(=O)(Nc1ccc(C)cc1Br)c1ccc(N(C)C)cc1NC(=O)c1ccco1 (stereo not drawn)
  ALDH1A1 block = u
  GoLoco inh red = 4%
  SMN2 splice enh = -84%[inhibitor]
  TRb SRC2 PPI = -3%
  RECQ1 helicase = i
  KDM4E inh = -14%
  Lamin A splicing = -10%[46 µM]
  TexasRed fluor = -2%

Continuation.
SMILES	ALDH1A1 block	GoLoco inh red	SMN2 splice enh	TRb SRC2 PPI	RECQ1 helicase	KDM4E inh	Lamin A splicing	TexasRed fluor
Cc1sc2nc(C3CC3)nc(NCCNS(=O)(=O)c3ccccc3)c2c1C	u	31%[activator]	-35%[inhibitor]	-7%	4%	-5%	u	-3%
CCCN(CCC)C(=S)NC1CC2C=CC1C2 (stereo not drawn)	x	-5%	x	11%	-3%	-1%	x	-1%
O=C(c1cccc2ccccc12)N1CCN=C1SCc1ccc([N+](=O)[O-])cc1	-2%	x	x	1%	-2%	-23%	-8%	-8%
Cc1ccc(-n2ccnc2SCC(=O)O)cc1C	x	10%	x	3%	i	0%	x	0%
CCC(=O)NC(=S)Nc1cccc(Cl)c1N1CCCCC1	u	-1%	-16%	1%	-20%	-11%	u	-4%
CCOC(=O)C1(CC2CCCCO2)CCN(Cc2nc(C(C)C)cs2)CC1 (stereo not drawn)	1%	10%	x	8%	-9%	9%	-12%[46 µM]	-5%
COc1ccc2oc(=O)c(C(=O)N3CCN(c4ccccc4C)CC3)cc2c1	-14%	-16%	14µM*	12%	-2%	-1%	13%	1%
NS(=O)(=O)c1ccc(NC2(C(=O)O)CCCC2)cc1	-9%[13.5 µM]	2%[14.2 µM]	-8%[9.22 µM]	6%	-3%	8%	x	-1%
C=CCn1c(SCCOC)nc2c1c(=O)[nH]c(=O)n2C	u	5%	15%	6%	5%	-6%	3%	1%
C=CCn1c(SCC(=O)/C(C#N)=C(\C)N)nnc1C1CCCCC1	-7%	-2%	-7%	2%	-7%	3%	-2%	1%
Brc1ccc(CN2CCSCC2)cc1	u	121%	-2%	-6%	-6%	u	2%	3%
COc1ccc(CCNc2oc(COc3ccccc3Cl)nc2C#N)cc1OC	-18%	-1%	-16%	3%	-16%	5%	u	-2%
Cc1nn(Cc2ccccc2Cl)c2sc(C(=O)Nc3nccs3)cc12	u	-1%	5%	3%	3%	u	u	-2%
CCc1ccc(NC(=O)c2cc(-c3ccco3)on2)cc1	u	39%[activator]	12%	1%	i	-2%	-16%	-10%
CCCc1ccc(OCCNC(=O)C2CCCCC2)cc1	7%	10%	-16%	6%	19%	-6%	x	1%
CC(C)Cn1c2c(c(O)c(C(=O)Nc3ccc(F)cc3)c1=O)CCCC2	u	x	x	-14%	-7%	-19%	2%	-1%
Cc1ccc(OCC(O)Cn2nc(C)cc2C)cc1 (stereo not drawn)	0%	27%	0%	-6%	i	-7%	15%[46 µM]	-1%
C=CC(=O)c1ccc2ccccc2c1	0.1µM*	-1%&5%	-20%&-93%	-7%&-3%	-2%&-3%	u	x	-2%&2%
COC(=O)CSc1nnc(CNC(=O)c2ccc(OC)cc2OC)n1C	8%	6%	-23%	0%	0%	10%	2%	-3%
CCC1=[N+](CC(=O)c2ccc(C)cc2)CCn2c(C)ccc21	-13%	-5%	u	6%	-1%	u	u	-8%
Cc1ccc(CNc2ncnc3c2cnn3-c2ccccc2)cc1	5%	-1%	-18%	-18%[53 µM]	-4%	u	u	3%[53 µM]
COc1cc(C(C)=O)ccc1OCC(O)CN1CCN(S(=O)(=O)c2ccccc2)CC1 (stereo not drawn)	28µM*	-6%	2%	-11%	-2%	-5%	3%	-2%
CCOC(=O)C1=C(C)NC(SCC(=O)O)=NC1c1ccccc1 (stereo not drawn)	u	53%[activator]	-16%	4%	-16%	2%	3%	9%
CO[C@H]1COC(=O)C/C=C\[C@H](C)[C@@H](OC)COC(=O)[C@@H](C)COC(=O)C/C=C\[C@@H]1C	-6%[13.5 µM]	x	x	-1%[11.2 µM]	17%[11.5 µM]	x	x	-1%[11.2 µM]
Cc1c(Nc2ncnc3nc[nH]c23)c(=O)n(-c2ccccc2)n1C	12%	-8%	-3%	3%	-6%	3%	-6%	-1%
O=C1Nc2ccccc2/C1=N/c1sc2c(c1C(=O)NCCc1ccccc1)CCCC2	u	2%	-1%	2%	i	-8%	u	0%
CCOc1ccc(Nc2nc(Cc3nnc(SCC(N)=O)o3)cs2)cc1	7%	6%	-13%	6%	-3%	-3%	3%	0%
C/C(=N\NC(=O)c1ccc2c(c1)OCO2)c1ccc(C(=O)O)s1	u	18%	x	-3%	i	-7%	x	0%
CCN1CCCC(CO)(Cc2ccccc2)C1 (stereo not drawn)	6%	11%	x	3%	-5%	3%	u	1%
CN(C(=O)COC(=O)c1ccc2c(c1)NC(=O)CS2)C1CCS(=O)(=O)C1 (stereo not drawn)	5%	0%	-4%	7%	-6%	2%	3%	0%
Cc1ccc2nc(/C(C#N)=C\c3ccc([N+](=O)[O-])o3)[nH]c2c1	-1%	2%	-97%[inhibitor]	u	-9%	-6%	u	15%
O=C(CCCc1nc2ccccc2s1)NC(c1ccccc1)c1ccccc1	-1%	12%	-2%	7%	-6%	8%	-9%	-3%
O=c1[nH]c(/C(Cl)=C/c2c(F)cccc2Cl)nc2cc(Cl)ccc12	1%	69%[activator]	-39%[inhibitor]	3%	5%	0%	u	0%
CCc1cccc(C)c1NC(=O)CNCc1ccccc1	u	x	x	-7%	-10%	-2%	-10%	-4%
C=CCOC(=O)/C(=C/c1ccco1)NC(=O)/C=C/c1ccccc1	16µM*	207%[activator]	-16%	8%	1%	4%	2%	-4%
O=C(O)c1cccnc1SC1CC(=O)N(CCc2ccccc2)C1=O (stereo not drawn)	-6%	2%	12%	4%	i	-7%	-2%	-3%
Cc1cc(C)n2nc(C(=O)N/N=C/c3ccccc3Cl)nc2n1	-9%	17%	x	0%	2%	6%	u	-2%
O=C(CCn1cnc2ccccc21)N/N=C/c1ccc(O)cc1	u	2%	-13%	-1%	2%	-11%	5%	-3%
COc1ccc(Cl)cc1NC(=O)CN1CCCC1	10µM*	7%	2%	-1%	-1%	1%	u	-8%
COc1ccc(NC2=NC(C)(CO)CS2)cc1 (stereo not drawn)	11%	6%	x	1%	-4%	3%	x	-1%

Assay outcomes as filed in PubChem.
